JMJD2A Tudor inh: inhibitors of human JMJD2A Tudor domain. O75164. AlphaScreen JMJD2A-Tudor / H3K4me3 peptide binding. Potency, µM (top dose mostly 114 µM), for inactives: top-dose activity change, negative = inhibition, most hits filed as inhibitors. actives 4.4% (n = 390,000). AID 504339; also: % is scaled to controls: 0 for no effect and ±100 for the full control effect; nearly all actives have a fitted effect of over 50% in size
Pol beta inh: blocks human DNA polymerase beta activity; AID 485314; Potency, µM (top dose mostly 114 µM), for the others: at the top dose activity change, negative = inhibition, usual class: inhibitors; Pol beta primer extension/strand displacement, fluorescence kinetic; actives 1.3% (n = 340,000); also: % is scaled to controls: 0 for no effect and ±100 for the full control effect
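Homogeneous kinetic assay of primer extension and strand displacement by 10 nM Pol beta, preincubated 15 min at room temperature with compound before 50 nM substrate (final) was added. Read at 0 and 10 min; four-parameter Hill fit.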
POLK inh: DNA polymerase kappa (human) inhibition; Q9UBT6; purified Pol kappa, fluorescent DNA synthesis assay, 10 min; Potency, µM (top dose mostly 107 µM), without a hit: at the highest dose activity, negative = inhibition, hits mostly inhibitors; actives 0.53% (n = 400,000); AID 588579; also: % is scaled to controls: 0 for no effect and ±100 for the full control effect
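10 nM Pol kappa preincubated 15 min at room temperature with compounds, then reaction started with substrate at 50 nM final. Fluorescence read kinetically at 0 and 10 min; buffer-only wells served as negative control.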
BAZ2B block: inhibitors of human BAZ2B bromodomain. Q9UIF8. AlphaScreen BAZ2B-H3K14Ac peptide displacement. Potency, µM (highest dose often 114 µM), inactives show at the top dose activity change, negative = inhibition, most hits filed as inhibitors. actives 4.4% (n = 360,000). AID 504333; also: % is scaled to controls: 0 for no effect and ±100 for the full control effect; nearly all actives have a fitted effect of over 60% in size
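In this displacement format the biotinylated H3(5-23) peptide acetylated at Lys14 serves as ligand at 50 nM, with BAZ2B at 50 nM in PBS pH 7.4 containing 0.01% Tween-20. Donor and acceptor beads are 10 ug/mL final.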
POLI inh: blocks human DNA polymerase iota activity; Q9UNA4; Pol iota fluorescent replication assay, 10 min; Potency, µM (highest dose often 115 µM), for the others: at the top dose activity, negative = inhibition, hits mostly inhibitors; actives 1% (n = 390,000)
Target sequence (Q9UNA4 whole entry, looked up): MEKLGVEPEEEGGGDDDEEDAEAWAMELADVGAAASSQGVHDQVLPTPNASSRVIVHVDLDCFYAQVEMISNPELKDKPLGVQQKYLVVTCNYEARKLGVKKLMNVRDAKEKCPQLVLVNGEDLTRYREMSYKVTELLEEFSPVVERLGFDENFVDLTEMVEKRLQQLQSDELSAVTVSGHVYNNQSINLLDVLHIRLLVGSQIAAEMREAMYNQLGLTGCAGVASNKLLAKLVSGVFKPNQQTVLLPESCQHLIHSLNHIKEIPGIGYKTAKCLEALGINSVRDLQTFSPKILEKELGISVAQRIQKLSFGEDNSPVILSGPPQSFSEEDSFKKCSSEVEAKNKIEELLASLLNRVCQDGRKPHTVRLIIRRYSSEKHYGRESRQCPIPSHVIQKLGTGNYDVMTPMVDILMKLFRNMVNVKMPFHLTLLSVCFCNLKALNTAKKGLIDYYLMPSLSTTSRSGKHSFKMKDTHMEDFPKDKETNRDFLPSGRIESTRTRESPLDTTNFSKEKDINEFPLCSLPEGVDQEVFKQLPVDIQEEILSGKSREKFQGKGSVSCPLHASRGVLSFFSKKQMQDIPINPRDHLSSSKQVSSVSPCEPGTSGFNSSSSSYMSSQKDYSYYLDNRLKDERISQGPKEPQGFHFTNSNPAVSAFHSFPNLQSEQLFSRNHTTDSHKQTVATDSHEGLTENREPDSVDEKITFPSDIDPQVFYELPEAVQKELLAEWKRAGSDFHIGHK
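Fluorescent replication assay read twice, at 0 min and 10 min after adding 50 nM (final) substrate. Enzyme (10 nM) and compounds were first incubated 15 min at room temperature; enzyme-free buffer wells were negative controls.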
BLM helicase inh: inhibitors of human Bloom syndrome helicase BLM | P54132 | recombinant BLM DNA unwinding, fluorescence dequenching | Potency, µM (series often up to 56.1 µM), for the others: at the top dose activity change, negative = inhibition, most hits filed as inhibitors | actives 0.2% (n = 350,000);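 also: plate controls were vehicle for no effect and no enzyme for full effect; nearly all actives have a fitted effect of over 35% in size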
APE1 inh: APE1 (human) endonuclease inhibition; recombinant APE1, TAMRA/BHQ-2 abasic DNA cleavage fluorescence; P27695; Potency, µM (top dose mostly 65.8 µM), without a hit: at the highest dose activity change, negative = inhibition, actives largely listed as inhibitors; actives 0.35% (n = 350,000); AID 2517;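 also: plate controls were vehicle for no effect and reference inhibitor for full effect; nearly all actives have a fitted effect of over 55% in size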
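APE1 at 0.75 nM preincubated 15 min at room temperature with compound. Reaction then started with 50 nM double-stranded THF-abasic substrate labelled with TAMRA/BHQ-2, and 525/598 nm fluorescence read kinetically. Activity taken as third-minus-first read difference, normalized to DMSO and NSC13755 controls.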
Pol eta inh: DNA polymerase eta (human) inhibition; AID 588591; Q9Y253; Potency, µM (series often up to 114 µM), for the others: at the highest dose activity change, negative = inhibition, hits mostly inhibitors; recombinant Pol eta, fluorescent DNA replication assay; actives 1.2% (n = 390,000); also: % is scaled to controls: 0 for no effect and ±100 for the full control effect
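Pol eta (10 nM) was preincubated with compounds for 15 min at room temperature, after which fluorescent replication substrate (50 nM final) was added to start the reaction. Fluorescence was read kinetically at 0 and 10 min.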
G9a block: G9a (human) methyltransferase inhibition | Q96KQ7 | G9a H3K9 monomethylation, AlphaScreen, 2 h | Potency, µM (highest dose often 102 µM), inactives show at the highest dose activity, negative = inhibition, usual class: inhibitors | actives 8.8% (n = 350,000) | AID 504332; also: % is scaled to controls: 0 for no effect and ±100 for the full control effect; nearly all actives have a fitted effect of over 75% in size
Target sequence (Q96KQ7 913-1193 limits assumed): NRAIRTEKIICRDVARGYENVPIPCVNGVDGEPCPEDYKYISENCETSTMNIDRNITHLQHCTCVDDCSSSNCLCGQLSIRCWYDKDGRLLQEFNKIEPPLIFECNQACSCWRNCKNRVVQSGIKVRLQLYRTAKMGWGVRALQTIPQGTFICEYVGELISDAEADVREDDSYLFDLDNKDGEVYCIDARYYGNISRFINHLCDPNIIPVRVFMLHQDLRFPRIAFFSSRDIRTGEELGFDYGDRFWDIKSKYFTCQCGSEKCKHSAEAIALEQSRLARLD
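Compounds were preincubated with 20 nM G9a for 15 min, after which biotinylated H3K9 peptide (500 nM) and SAM (20 uM) started a 2 h room-temperature reaction. Monomethylated product was quantified by antibody-based AlphaScreen chemiluminescence.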
The depositor's hits bear a star; ? = inconclusive; / = no result given; [ ] = dose if it differs, or a comment. Calls follow the shape of the dose curve; as a rule, active = well fitted curve in the direction sought with a large enough effect; inconclusive = small, poorly fitted or top-dose-only effect, or another doubt; inactive = no such curve, though single readings can be large; an effect the other way counts as inactive or inconclusive. Potency is read from the fitted curve at half-maximal effect. A portion of the library; count on the stated rates, not on these rows.

SMILES	JMJD2A Tudor inh	Pol beta inh	POLK inh	BAZ2B block	POLI inh	BLM helicase inh	APE1 inh	Pol eta inh	G9a block
COc1ccc(C(CC(=O)Nc2ccc(F)cc2)c2ccccc2)cc1 (configuration not stated)	22%	-3%	0%	11%	5%	-13%	-1%	-17%	-5%[12.7 µM]
CC(C)C(=O)Nc1ccc(-c2nc3ccccc3c(=O)o2)cc1	-18%	1%	-7%	-4%	135%[activator]	4%	1%	-6%	/
CC(C)(CSc1ccccn1)NS(=O)(=O)c1ccc(Cl)cc1	-15%[57.1 µM]	-15%	-6%	-3%	-1%	1%	4%	-19%	?
O=C(NN=C1CCCC1)c1sc2ccccc2c1Cl	-15%	6%	4%	12%	12%	-1%	4%	-5%	?
Cc1c(-c2nnc(SCC(=O)Nc3ccc(Cl)cc3)o2)nnn1-c1ccc(F)cc1	-22%	14%	-5%[60.1 µM]	-5%	-17%	1%	/	3%	16%[59 µM]
Cc1csc(NC(=O)CSC2=NCCS2)n1	-10%	2%	-8%	-14%	-9%	3%	28%	8%	1%
CSc1nc2nc(C)c(CCC(=O)OCC(=O)Nc3ccc(F)cc3)c(C)n2n1	-12%	/	-5%	13%	18%	/	-3%	1%	-7%
COc1ccc([C@]23Cc4cc(OC)c(OC)cc4C(O2)C2=C(CC(C)(C)CC2=O)O3)cc1	/	23%[22.9 µM]	/	-31%[22.9 µM]	/	-8%[12.4 µM]	-9%[12.4 µM]	/	9%[2.33 µM]
Cc1cc(C)cc(N2CC(C(=O)NC3CCCCC3)CC2=O)c1 (configuration not stated)	-9%	37%	-4%	-19%	68%[activator]	-3%	8%	6%	21%
O=c1oc2ccccc2cc1-c1cn2cc(Cc3cc(Cl)ccc3Cl)sc2n1	-7%	13%	-10%	-12%	-2%	-1%	/	-5%	14%[59 µM]
COc1ccc(S(=O)(=O)N2CCOCC2)cc1NC(=O)CSc1nnc(C2CC2)n1C1CC1	26%	/	8%	7%	14%	/	2%	-15%	-9%[59 µM]
O=C(COc1ccccc1[N+](=O)[O-])Nc1ccc2c(c1)CCC2	-10%	/	13%	-20%	-21%	/	9%	-12%	17%[12.7 µM]
COc1ccc(CNC(=O)CSc2n[nH]c(C)c2[N+](=O)[O-])cc1	-7%	8%	-2%	12%	-9%	-1%	16%	-15%	2%[59 µM]
CC(=O)Nc1nnc(SCC(=O)NCC2CCCO2)s1 (configuration not stated)	-9%	12%	-1%	57%[activator]	3%	-15%	-1%	7%	?
COc1cc(/C=C/C(=O)O)cc(S(=O)(=O)Nc2cc(C(F)(F)F)ccc2N2CCOCC2)c1OC	-14%	/	-6%	/	45%[activator]	/	19%	-15%	/
COc1ccccc1C(=O)NCCC(=O)NCC(C)(C)N1CCOCC1	-1%	16%	-4%	-12%	0%	-3%	8%	-15%	28%
CC(C)c1nnc(NC(=O)CSc2nnc(-c3ccco3)o2)s1	-13%	2%	-1%	6%	146%[activator]	2%	-5%	-24%	47%
COC(=O)c1c(NC(=O)C2CCCO2)sc2c1CCC2 (configuration not stated)	-17%	5%	-15%	-4%	-7%	-2%	17%	-22%	-10%[59 µM]
CC1CC(=O)N(c2ccc(Br)cc2)C(=O)C1	-6%	3%	9%	-10%	45%[activator]	1%	12%	-17%	/
Cc1ccc(S(=O)(=O)NCCC(=O)Nc2cc(F)ccc2C)cc1C	-14%	16%	-4%	1%	27%	0%	26%	-6%	2%
CN(C)CCNC(=O)c1[nH]nc2c1CCc1ccccc1-2	7%	5%	-8%	-1%	104%[activator]	-1%	19%	-12%	45µM*
CCCNc1c(NS(=O)(=O)c2ccc(Br)cc2)c(=O)oc2ccccc12	-14%	7%	-4%	-12%	23%	-6%	-5%	-9%	21%[59 µM]
O=C(Nc1ccc(S(=O)(=O)N2CCc3ccccc3C2)cc1)c1ccccc1	-14%	19%	-7%	6%	-2%	0%	-1%	-20%	46%[12.7 µM]
COc1cc2c(cc1OC)C(C)N(C(=O)c1cc3c(s1)-c1ccccc1OC3)CC2 (configuration not stated)	-27%	18%	-5%	-6%	13%	-4%	24%	-23%	3%
CC(C)(C)NS(=O)(=O)c1ccc(NS(C)(=O)=O)cc1	-5%	14%	-6%	9%	17%	-3%	4%	-2%	8%[12.7 µM]

Continued.
SMILES	JMJD2A Tudor inh	Pol beta inh	POLK inh	BAZ2B block	POLI inh	BLM helicase inh	APE1 inh	Pol eta inh	G9a block
O=S(=O)(c1ccc(F)c(F)c1)N1CCCc2ccccc21	129%[activator]	27%	5%	60%[activator]	17%	-8%	-5%	-23%	155%[activator]
Cc1ccccc1NC(=O)CNC(=O)Cc1cccc2ccccc12	-30%	/	-31%	0%	88%[activator]	/	-15%	-8%	10%[0.501 µM]
CC(C)Cn1c(=S)[nH]c2cc(C(=O)O)ccc2c1=O	-9%	-6%	-6%	-36%	-4%	-2%	10%	-12%	?
CCOC(=O)C1=C(C)N(C[C@@H]2CC[C@@H](Cc3ccc(-c4ccccc4)cc3)O2)C(=O)NC1c1cccc2ccccc12 (some centres not stated)	-21%	/	-17%	/	-1%	/	-12%	-6%	/
O=C(NCc1ccccn1)C(=O)NCC1OCCCN1S(=O)(=O)c1ccc(F)cc1 (configuration not stated)	1%	37%	-7%	-3%	27%	1%	4%	-7%	/
O=C(CCc1nc2ccccc2c(=O)[nH]1)Nc1nnc(SCc2ccc(Cl)cc2)s1	-19%	/	-31%	9%	?	/	-9%	-4%	2%[0.501 µM]
O=C(NCCC1CCCCN1S(=O)(=O)c1cccs1)C(=O)Nc1ccccc1 (configuration not stated)	-18%	/	-8%	7%	10%	/	13%	-4%	8%[0.501 µM]
COc1ccc(NC(=O)C(C)N2C(=O)c3ccccc3C2=O)c(OC)c1 (configuration not stated)	-12%	/	-2%	/	18%	/	/	7%	/
CCOC(=O)Cc1csc(NC(=O)CSc2nnc(C(C)C)n2C)n1	-1%	1%	-2%	-2%	6%	-1%	5%	-14%	3%
CCCC[C@@H]1CCCO[C@@](C(=O)NCc2ccccc2)(C(F)(F)F)C1	17%	/	1%	/	-20%	-10%	-2%	/	/
COC(=O)CN1C(=O)[C@H]2[C@@H](c3ccc(C)o3)N3C(=O)CN(CCO)C(=O)[C@@]3(Cc3ccccc3)[C@H]2C1=O	-3%	14%	-5%	-6%[57.1 µM]	40%[activator]	-1%	-3%	-9%	/
Cc1ccccc1OCC(=O)NNC(=O)c1ccc2c(=O)n3c(nc2c1)CCC3	-17%	/	-1%	4%	17%	/	-10%	4%	-4%
CCN(CC)C(=O)c1ccccc1NS(=O)(=O)c1cccs1	-8%	30%	-14%	-1%	20%	3%	-3%	-3%	/
CCc1c(C(=O)NNC(=S)NCC(C)C)csc1C	-26%	45%	-4%	7%	-8%	1%	15%	4%	2%[59 µM]
CC(=O)Nc1ccc(NC(=O)CSc2ccc(-c3ccc4c(c3)OCO4)nn2)cc1	-26%	22%	-3%	3%	11%	0%	-7%	-3%	7.9µM*
COc1ccc2[nH]c(=O)c(CN(C(=O)c3cccc(Cl)c3)c3cccc(C)c3)cc2c1	-11%	17%	6%	-12%	8%	-1%	/	-13%	-24%[59 µM]
Cc1nc(NCc2ccccc2)c(C(N)=O)c2c1COC(C)(C)C2	-16%	24%	-11%	-4%	-11%	-3%	-2%	-3%	-3%
CN(c1ccccc1)S(=O)(=O)c1ccc(C(=O)NCc2ccccn2)cc1	-4%	-21%	-4%	/	61%[activator]	-10%	-6%	-17%	33%
CN(CC(=O)Nc1cccc(F)c1)C(=O)c1cc(S(=O)(=O)N(C)C)ccc1N1CCCC1	-14%	72%	-9%	-17%	10%	-3%	-1%	-13%	/
CSc1ccc(Cl)c(C(=O)Nc2ccc(N3CCOCC3)cc2)c1	-34%	-3%	-5%	?	25%	-2%	9%	3%	50µM*
Cc1ccc(S(=O)(=O)c2nc(S(C)(=O)=O)sc2NCc2ccccc2)cc1	-23%	0%	-4%	-4%	-16%	-6%	/	-1%	-19%[59 µM]
CC(=O)Nc1ccc(NC(=O)c2ccccc2Nc2ccccc2)cc1	-11%	28%	-20%	-14%	54%[activator]	-4%	5%	-10%	50µM*
Cc1cc(C)nc(NS(=O)(=O)c2ccc(NC(=O)COc3ccccc3)cc2)n1	-2%	0%	-2%	-6%	-11%	2%	2%	-11%	-2%[59 µM]
Cc1cc(C)cc(NC(=O)C(C)N2C(=O)c3ccccc3C2=O)c1 (configuration not stated)	-1%	0%	-5%	-12%	133%[activator]	-4%	41%	-23%	5%
CCc1ccccc1NC(=O)C(Cc1cccc(OC)c1OC)c1nn[nH]n1 (configuration not stated)	-33%	-25%	-8%	?	0%	-2%	-1%	-4%	-47%[12.7 µM]

Record cards (already shown):
COc1ccc2[nH]c(=O)c(CN(C(=O)c3cccc(Cl)c3)c3cccc(C)c3)cc2c1 is listed with JMJD2A Tudor inh: -11%; Pol beta inh: 17%; POLK inh: 6%; BAZ2B block: -12%; POLI inh: 8%; BLM helicase inh: -1%; APE1 inh: /; Pol eta inh: -13%; G9a block: -24%[59 µM]
Cc1cc(C)nc(NS(=O)(=O)c2ccc(NC(=O)COc3ccccc3)cc2)n1 is listed with JMJD2A Tudor inh: -2%; Pol beta inh: 0%; POLK inh: -2%; BAZ2B block: -6%; POLI inh: -11%; BLM helicase inh: 2%; APE1 inh: 2%; Pol eta inh: -11%; G9a block: -2%[59 µM]

Next section:
SMILES	JMJD2A Tudor inh	Pol beta inh	POLK inh	BAZ2B block	POLI inh	BLM helicase inh	APE1 inh	Pol eta inh	G9a block
CCc1ccc(OCCCC(=O)Nc2nccs2)cc1	-11%	0%	-14%	-29%	61%[activator]	-1%	-3%	-17%	-32%
COc1ccc(Br)cc1/C=N/NC(=O)C[n+]1ccccc1	-9%	2%	9%	-15%	16%	9%	27%	-18%	-13%
O=C(Nc1ccccc1)Nc1ccc(C(F)(F)F)cn1	-10%	0%	-22%	0%	-5%	-3%	?	-11%	6%
CC(=O)Nc1ccc(S(=O)(=O)N(CCO)Cc2ccccc2)cc1	6%	1%	-1%	10%	20%	-1%	1%	6%	27%[12.7 µM]
CSCCC(=O)N1CC[C@@H](N2CCN(c3ccccc3F)CC2)[C@H](O)C1	-10%	0%	4%	-1%	42%[activator]	-8%	21%	-24%	?
CC1CCN(c2ccc(C(=O)O)cc2N)CC1	-25%	?	-17%	50µM*	?	-1%	-3%	18µM*	79µM*

Compound activity from PubChem BioAssay.
